Bioassay records from PubChem.
BioA inh – M. tuberculosis BioA enzyme inhibitors, primary screen, biochemical, plate reader, single point, HTS | AID 602481, 2012 | 0.096% of 360,000 active | purified M. tuberculosis BioA enzyme | inhibition, % at 9.99 µM; in the data active = inhibition above about 40%
* = called active by the depositor. Only part of the results is shown, so the mix of outcomes need not match the whole.

SMILES | BioA inh
COc1ccc(S(=O)(=O)Nc2ccc3c(c2)C(=O)N([C@@H](C)CO)C[C@H](C)[C@H](CN(C)C(=O)Nc2ccc(C(F)(F)F)cc2)O3)cc1 | 0.4
C[C@H](CO)N1C[C@H](C)[C@@H](CN(C)C(=O)Nc2ccccc2)Oc2ncc(-c3cccnc3)cc2C1=O | -0.7
Cc1noc(C)c1NC(=O)N(C)C[C@H]1Oc2ccc(NC(=O)Cn3cnnn3)cc2CC(=O)N([C@H](C)CO)C[C@H]1C | -0.8
CO[C@@H]1CN(C)C(=O)c2ccc(NC(=O)C3CC3)cc2OC[C@@H](C)N(C(=O)c2ccccn2)C[C@@H]1C | -0.2
Cc1cc(C(=O)Nc2cccc3c2O[C@@H](CN(C)Cc2ccc(Oc4ccccc4)cc2)[C@H](C)CN([C@H](C)CO)C3=O)n(C)n1 | -0.3
C[C@@H]1CCCCO[C@H](CN(C)C(=O)Nc2ccc3c(c2)OCO3)[C@@H](C)CN([C@@H](C)CO)C(=O)c2cc(NC(=O)c3ccccc3)ccc2O1 | -2.9
Cc1ccc(-c2cnc3c(c2)C(=O)N([C@@H](C)CO)C[C@H](C)[C@@H](CN(C)C)O3)cc1 | -0.6
C[C@@H]1CN([C@@H](C)CO)C(=O)c2cc(NC(=O)CCCCCC(=O)Nc3ccccc3N)ccc2O[C@@H]1CN(C)C(=O)Nc1ccccc1 | -6.2
CO[C@@H]1CN(C)C(=O)c2ccc(NC(=O)c3ccccc3F)cc2OC[C@@H](C)N(C(C)=O)C[C@@H]1C | -0.4
C[C@@H]1CN([C@H](C)CO)C(=O)c2cc(NS(=O)(=O)c3cccs3)ccc2O[C@H]1CN(C)CC1CC1 | -2.2
CCCN1[C@H](C(=O)N2CCCCC2)[C@@H](CO)[C@@H]2Cn3c(cccc3=O)[C@@H]21 | -0.6
O=C(C[C@H]1C[C@@H]2c3cc(NC(=O)CC4CC4)ccc3O[C@@H]2[C@H](CO)O1)NCc1ccncc1 | -0.9
CN1C(=O)c2cc(NC(=O)Cc3cccs3)ccc2OC[C@@H]2O[C@@H](CC(=O)NCC3CC3)CC[C@@H]21 | -0.8
C[C@H](CO)N1C[C@H](C)[C@H](CN(C)C(=O)CCC(F)(F)F)OCCCC[C@H](C)Oc2ccc(NS(=O)(=O)c3ccccc3)cc2C1=O | 1.1
C[C@@H]1CN([C@H](C)CO)C(=O)c2cc(NC(=O)Nc3ccccc3)ccc2O[C@@H](C)CCCCO[C@@H]1CN(C)C(=O)c1ccccc1 | -0.8
CCCN(C)C[C@@H]1Oc2cc(Br)ccc2S(=O)(=O)N([C@@H](C)CO)C[C@@H]1C | 0.3
CO[C@H]1CC[C@H]2CCN(C)C(=O)[C@@H](C)CN(C)C(=O)c3cc(C#N)ccc3OC[C@H]1O2 | -1.5
O=C(C[C@@H]1CC[C@H]2[C@@H](COC[C@H](O)CN2CC2CC2)O1)NCC1CC1 | 1.4
C[C@@H]1CN([C@H](C)CO)S(=O)(=O)c2ccc(-c3ccc(C(=O)N(C)C)cc3)cc2O[C@@H]1CN(C)C(=O)Nc1ccccc1F | 0.0
C[C@@H]1CCCCO[C@@H](CN(C)C(=O)NC2CCCCC2)[C@@H](C)CN([C@H](C)CO)C(=O)c2cc(NC(=O)CCCCCC(=O)Nc3ccccc3N)ccc2O1 | -0.3
CCN1[C@@H]2Cn3c(ccc(-c4cccnc4)c3=O)[C@H]1[C@@H](C(=O)NCc1ccccc1)[C@@H]2CO | 1.0
C[C@H](CO)N1C[C@H](C)[C@@H](CN(C)C)Oc2ccc(NC(=O)Nc3cccc4ccccc34)cc2CC1=O | -5.3
C[C@@H]1CN([C@H](C)CO)C(=O)Cc2cc(NC(=O)C3CC3)ccc2O[C@@H]1CN(C)S(C)(=O)=O | -2.0
C[C@@H]1CN([C@H](C)CO)S(=O)(=O)c2ccc(C3=CCCC3)cc2O[C@H]1CN(C)C | -0.3
C/C=C/c1ccc2c(c1)O[C@@H](CN(C)S(=O)(=O)c1ccc(F)cc1)[C@@H](C)CN([C@@H](C)CO)S2(=O)=O | 2.8

Additional compounds
SMILES | BioA inh
CC(C)(C)[S@@](=O)N1Cc2cc(C(=O)NCc3ccncc3)nc(-c3cccc(-c4ccc(C#N)cc4)c3)c2[C@H]1CCO | 4.7
COc1ccccc1C(=O)N1C[C@@H]2[C@H](c3ccccc31)[C@@H](CO)N2C(=O)C1CC1 | -3.3
CN1[C@H](C(=O)NC2Cc3ccccc3C2)[C@@H](CO)[C@@H]2Cn3c(ccc(-c4ccccc4)c3=O)[C@@H]21 | 0.4
CN1C(=O)c2cc(NC(=O)c3cccc(F)c3)ccc2OC[C@H]2O[C@@H](CC(=O)NCc3ccccc3)CC[C@H]21 | 8.0
C[C@@H]1CN([C@@H](C)CO)C(=O)c2cccc(NC(=O)C3CCCCC3)c2O[C@H]1CN(C)C(=O)Nc1ccc(C(F)(F)F)cc1 | 1.4
COc1ccc(S(=O)(=O)N(C)C[C@H]2Oc3ccc(NC(=O)NC4CCCCC4)cc3C(=O)N([C@@H](C)CO)C[C@H]2C)cc1 | 1.5
CC(=O)N1[C@H](C(=O)NCc2ccccc2F)[C@@H](CO)[C@@H]2Cn3c(cccc3=O)[C@@H]21 | -5.7
CS(=O)(=O)N1[C@H](C#N)[C@H](c2ccc(C#CC3CCCC3)cc2)[C@@H]1CO | -2.5
C[C@@H]1CN([C@H](C)CO)C(=O)CCCn2cc(nn2)CO[C@@H]1CN(C)Cc1ccncc1 | -3.5
C[C@H]1CN([C@@H](C)CO)C(=O)c2cc(NS(=O)(=O)c3cccs3)ccc2O[C@@H]1CN(C)Cc1ccc2c(c1)OCO2 | -1.8
COc1ccc(-c2ccc([C@H]3[C@H]4CN(CC5CCOCC5)CCCCN4[C@H]3CO)cc2)cc1 | -2.4
C[C@H]1CN([C@@H](C)CO)C(=O)c2cc(NC(=O)c3ccncc3)ccc2O[C@H]1CN(C)S(=O)(=O)c1cn(C)cn1 | -0.4
COCCNC(=O)[C@@H]1[C@@H](CO)[C@@H]2Cn3c(ccc(-c4ccccc4F)c3=O)[C@@H]2N1C(=O)C1CCCC1 | -0.3
CO[C@H]1CN(C)C(=O)c2cc(NC(=O)c3ccc(F)cc3)ccc2OC[C@H](C)N(C)C[C@@H]1C | 0.0
OC[C@H]1[C@H](c2ccc(Br)cc2)[C@H]2CN(Cc3ccccn3)CCCCN21 | -0.4
CO[C@H]1CC[C@H]2CCOc3c(C#N)cccc3C(=O)N(C)C[C@@H](C)C(=O)N(C)C[C@H]1O2 | -0.9
C[C@H](CO)N1C[C@H](C)[C@H](CN(C)C(=O)Nc2ccc(F)cc2)OCCCC[C@H](C)Oc2ccc(NC(=O)CCCN(C)C)cc2C1=O | 1.7
C[C@H](CO)N1C[C@H](C)[C@@H](CN(C)C(=O)NC2CCCC2)Oc2ncc(-c3ccccc3F)cc2C1=O | -1.2
CC(C)NC(=O)Nc1cccc2c1O[C@H](CN(C)C(=O)Nc1ccc3c(c1)OCO3)[C@H](C)CN([C@@H](C)CO)C2=O | 0.1
CC(=O)N(C)C[C@H]1[C@H](c2ccc(-c3ccccc3F)cc2)[C@@H](CO)N1C(C)=O | -0.3
Cc1ccc(S(=O)(=O)Nc2ccc3c(c2)C(=O)N([C@H](C)CO)C[C@H](C)[C@H](CN(C)C(=O)Nc2ccc(C(F)(F)F)cc2)OCCCC[C@@H](C)O3)cc1 | -0.2
COc1ccc(S(=O)(=O)N(C)C[C@H]2Oc3c(NS(=O)(=O)c4ccccc4)cccc3C(=O)N([C@@H](C)CO)C[C@@H]2C)cc1 | 1.7
COCCNC(=O)C[C@H]1C[C@@H]2c3cc(NC(=O)C4CCC4)ccc3O[C@@H]2[C@H](CO)O1 | 2.4
O=C(C[C@H]1CC[C@H]2[C@@H](COC[C@@H](O)CN2C(=O)c2ccc(F)cc2)O1)Nc1ccc(-c2ccccc2)cc1 | 1.2
C[C@@H]1CN([C@@H](C)CO)C(=O)c2cc(NC(=O)c3ccncc3)ccc2O[C@@H](C)CCCCO[C@H]1CN(C)Cc1ccc2c(c1)OCO2 | -0.1

The closing 3 records of the part before come first, to join the parts.
SMILES | BioA inh
COCCNC(=O)C[C@H]1C[C@@H]2c3cc(NC(=O)C4CCC4)ccc3O[C@@H]2[C@H](CO)O1 | 2.4
O=C(C[C@H]1CC[C@H]2[C@@H](COC[C@@H](O)CN2C(=O)c2ccc(F)cc2)O1)Nc1ccc(-c2ccccc2)cc1 | 1.2
C[C@@H]1CN([C@@H](C)CO)C(=O)c2cc(NC(=O)c3ccncc3)ccc2O[C@@H](C)CCCCO[C@H]1CN(C)Cc1ccc2c(c1)OCO2 | -0.1
C[C@H]1CN([C@@H](C)CO)C(=O)c2cc(-c3ccccc3)cnc2O[C@H]1CN(C)C(=O)C1CCOCC1 | -5.1
COc1ccc(NC(=O)Nc2ccc3c(c2)[C@H]2C[C@@H](CC(=O)NCCc4ccccc4)O[C@@H](CO)[C@H]2O3)cc1 | -2.7
CCCNC(=O)Nc1ccc2c(c1)C(=O)N(C)C[C@H](OC)[C@H](C)CN(Cc1ccccn1)[C@H](C)CO2 | -0.4
CO[C@@H]1CN(C)C(=O)c2ccc(NC(=O)Nc3cccc(F)c3)cc2OC[C@H](C)NC[C@@H]1C | 8.3
C[C@@H]1CN([C@H](C)CO)C(=O)CCCn2cc(nn2)CO[C@H]1CN(C)Cc1ccccc1C(=O)O | -0.4
COc1ccc(CN(C)C[C@@H]2Oc3ccc(NS(=O)(=O)c4ccc(OC)cc4)cc3C(=O)N([C@H](C)CO)C[C@@H]2C)cc1 | -2.1
C[C@@H]1CN([C@@H](C)CO)C(=O)c2cccc(NS(=O)(=O)c3ccc(F)cc3)c2O[C@@H]1CN(C)C(=O)NC1CCCCC1 | 1.4
CC(C)NC(=O)Nc1ccc2c(c1)C(=O)N([C@@H](C)CO)C[C@@H](C)[C@@H](CN(C)C)OCCCC[C@H](C)O2 | -0.5
COc1ccc(S(=O)(=O)Nc2cccc3c2O[C@H](CN(C)Cc2ccc(C(F)(F)F)cc2)[C@@H](C)CN([C@H](C)CO)C3=O)cc1 | -0.2
O=C(C[C@@H]1C=C[C@H](NC(=O)NC2CCCCC2)[C@H](CO)O1)NCc1ccc(Cl)cc1 | 0.1
COc1ccccc1CN1[C@H](C(=O)NCc2ccccc2)[C@@H](CO)[C@@H]2Cn3c(cccc3=O)[C@@H]21 | -0.7
C[C@@H]1CCCCO[C@H](CN(C)C(=O)c2ccncc2)[C@@H](C)CN([C@@H](C)CO)C(=O)c2cc(NC(=O)c3ccccc3)ccc2O1 | -0.4
C[C@@H]1CN([C@H](C)CO)C(=O)c2cc(NC(=O)Nc3cccc4ccccc34)ccc2O[C@H]1CN(C)C(=O)Nc1ccc(C(F)(F)F)cc1 | 8.6
CC(=O)N(C[C@@H]1N[C@@H](CO)[C@H]1c1ccc(-c2ccccc2)cc1)C(C)C | 0.4
Cc1cccc(-c2ccc([C@H]3[C@@H](CO)N4CCCCN(S(=O)(=O)c5cn(C)cn5)C[C@@H]34)cc2)c1 | 5.1
C[C@H](CO)N1C[C@H](C)[C@@H](CN(C)Cc2ccc3c(c2)OCO3)OCCCC[C@H](C)Oc2ccc(NC(=O)Nc3cccc4ccccc34)cc2C1=O | 8.0
CO[C@@H](CN(C)Cc1ccc2c(c1)OCO2)[C@@H](C)CN(C(=O)Nc1ccc(F)cc1)[C@H](C)CO | 2.1
C[C@H]1CCCCO[C@@H](CN(C)C(=O)Nc2ccc3c(c2)OCO3)[C@@H](C)CN([C@@H](C)CO)C(=O)c2cc(NC(=O)Nc3ccccc3)ccc2O1 | 0.2
CC(C)NC(=O)N1[C@@H](CO)[C@H](c2ccccc2)[C@@H]1CN(C)C(=O)c1cccnc1 | -0.1
CC(C)NC(=O)N(C)C[C@@H]1OCCCC[C@H](C)Oc2ccc(NC(=O)CCC(F)(F)F)cc2C(=O)N([C@@H](C)CO)C[C@H]1C | 0.8
CCS(=O)(=O)Nc1ccc2c(c1)C(=O)N(C)C[C@@H](OC)[C@@H](C)CN(C(=O)COC)[C@@H](C)CO2 | 0.3
C[C@@H]1CN([C@H](C)CO)C(=O)Cc2cc(NC(=O)Nc3ccc(C(F)(F)F)cc3)ccc2O[C@H]1CN(C)S(=O)(=O)c1cccs1 | -0.8
O=C(C[C@H]1CC[C@@H](NC(=O)c2ccc3c(c2)OCO3)[C@H](CO)O1)NCc1ccc(Cl)cc1 | 0.7
C[C@H](CO)N1C[C@H](C)[C@@H](CN(C)C(=O)C2CCOCC2)Oc2ncc(C3=CCCC3)cc2C1=O | 0.7
CCC(=O)N(C)C[C@@H]1Oc2ncc(C#C[C@@H](C)O)cc2C(=O)N([C@H](C)CO)C[C@@H]1C | -0.4
O=C(C1CCC1)N1C[C@H]2[C@@H](c3ccccc31)[C@H](CO)N2C(=O)c1ccccc1 | 2.4
C[C@H]1CN([C@@H](C)CO)C(=O)Cc2cc(N(C)C)ccc2O[C@H]1CN(C)Cc1ccc2c(c1)OCO2 | 0.0
COc1ccc(CN(C)C[C@H]2Oc3c(NS(=O)(=O)c4ccc(Cl)cc4)cccc3C(=O)N([C@@H](C)CO)C[C@H]2C)cc1 | 5.1
CCN(C[C@H]1N[C@@H](CO)[C@@H]1c1ccc(-c2cccc(C#N)c2)cc1)C(=O)COC | -1.6

Gathered by group: the compounds so far with two or more sulfur atoms (5)
SMILES | BioA inh
C[C@@H]1CN([C@H](C)CO)C(=O)c2cc(NS(=O)(=O)c3cccs3)ccc2O[C@H]1CN(C)CC1CC1 | -2.2
C/C=C/c1ccc2c(c1)O[C@@H](CN(C)S(=O)(=O)c1ccc(F)cc1)[C@@H](C)CN([C@@H](C)CO)S2(=O)=O | 2.8
C[C@H]1CN([C@@H](C)CO)C(=O)c2cc(NS(=O)(=O)c3cccs3)ccc2O[C@@H]1CN(C)Cc1ccc2c(c1)OCO2 | -1.8
COc1ccc(S(=O)(=O)N(C)C[C@H]2Oc3c(NS(=O)(=O)c4ccccc4)cccc3C(=O)N([C@@H](C)CO)C[C@@H]2C)cc1 | 1.7
C[C@@H]1CN([C@H](C)CO)C(=O)Cc2cc(NC(=O)Nc3ccc(C(F)(F)F)cc3)ccc2O[C@H]1CN(C)S(=O)(=O)c1cccs1 | -0.8
